Screening results deposited in PubChem by National Center for Advancing Translational Sciences (NCATS).
KCNH2 3.1 block = blocks the human KCNH2 3.1 channel isoform | U2OS KCNH2 3.1, thallium flux FluxOr; active compounds read low | activity change, % (tested at about 1.8 µM) | 340,000 tested, 0.95% active;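 active = maximum activity change below -70%; inconclusive = maximum activity change from -70% to -50%; inactive = maximum activity change above -50%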;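 also: thallium influx rate constant from kinetic fluorescence after stimulation buffer; % is scaled to controls: 0 for no effect and ±100 for the full control effect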
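Thallium flux via FluxOr fluorescence (Red40 quencher, 45 min loading) in U2OS cells virally expressing the KCNH2 3.1 isoform (1.77 x 10^8 /mL virus, overnight at 37 C). Rate constants from 2-min kinetic reads post-stimulation, normalised to positive and negative controls.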
GALK inh = inhibitors of human galactokinase. 270,000 tested, 0.007% active. Purified GALK, Kinase-Glo residual ATP luminescence. P51570. Potency, µM (titrated, usually from 57.5 µM), inactives show top-dose activity change, negative = inhibition, actives largely listed as inhibitors; also: potency is read from the fitted curve at half-maximal effect; % is scaled to controls: 0 for no effect and ±100 for the full control effect
Target sequence (P51570 whole entry, looked up): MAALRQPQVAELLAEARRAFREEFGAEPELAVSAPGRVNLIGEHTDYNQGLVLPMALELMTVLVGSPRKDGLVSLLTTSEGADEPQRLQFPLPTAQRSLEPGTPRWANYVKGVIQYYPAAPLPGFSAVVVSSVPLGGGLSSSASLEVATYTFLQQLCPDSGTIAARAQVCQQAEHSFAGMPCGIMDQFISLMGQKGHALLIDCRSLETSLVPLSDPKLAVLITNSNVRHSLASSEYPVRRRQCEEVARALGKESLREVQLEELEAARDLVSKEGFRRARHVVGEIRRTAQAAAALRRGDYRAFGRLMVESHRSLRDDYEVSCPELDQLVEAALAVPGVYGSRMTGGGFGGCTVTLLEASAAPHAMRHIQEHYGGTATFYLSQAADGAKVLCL
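The enzyme phosphorylates galactose (100 uM) using ATP (35 uM); inhibition is detected as higher residual ATP, quantified by bioluminescence after 1 h reaction at room temperature, pH 8.0.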
MLL CXXC-DNA inh = inhibitors of human MLL CXXC domain-DNA interaction; 290,000 tested, 0.037% active; Q03164; AID 2662; Potency, µM (top dose mostly 115 µM), inactives show at the highest dose activity change, negative = inhibition, hits mostly inhibitors; MLL-CXXC / FITC-HOXA9 DNA fluorescence polarization; active = well fitted inhibition curve with a large enough effect in the polarisation, with a control signal flat, not every such curve was filed as active; inconclusive = small, poorly fitted or top-dose-only effect, or effect the other way, or a change in a side signal; inactive = no such curve, though single readings can be large or run the other way; the % refers to the polarisation; also: potency is read from the fitted curve at half-maximal effect
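Fluorescence polarization: 7 uM MLL-CXXC (stock) preincubated 5 min with compounds, then 50 nM fluorescein-HOX-A9 DNA (stock) added; 30 min ambient. Buffer 50 mM Tris-HCl pH 7.5, 50 mM NaCl, 1 mM DTT, 0.05% BSA.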
S-ASM inh = inhibitors of human secretory acid sphingomyelinase; P17405; placental ASM, HMU-PC fluorogenic substrate, 60 min; Potency, µM (titrated, usually from 57.5 µM), for inactives: at the highest dose activity change, negative = inhibition, most hits filed as inhibitors; 340,000 tested, 0.006% active; also: potency is read from the fitted curve at half-maximal effect
Target sequence (P17405 47-631 limits assumed): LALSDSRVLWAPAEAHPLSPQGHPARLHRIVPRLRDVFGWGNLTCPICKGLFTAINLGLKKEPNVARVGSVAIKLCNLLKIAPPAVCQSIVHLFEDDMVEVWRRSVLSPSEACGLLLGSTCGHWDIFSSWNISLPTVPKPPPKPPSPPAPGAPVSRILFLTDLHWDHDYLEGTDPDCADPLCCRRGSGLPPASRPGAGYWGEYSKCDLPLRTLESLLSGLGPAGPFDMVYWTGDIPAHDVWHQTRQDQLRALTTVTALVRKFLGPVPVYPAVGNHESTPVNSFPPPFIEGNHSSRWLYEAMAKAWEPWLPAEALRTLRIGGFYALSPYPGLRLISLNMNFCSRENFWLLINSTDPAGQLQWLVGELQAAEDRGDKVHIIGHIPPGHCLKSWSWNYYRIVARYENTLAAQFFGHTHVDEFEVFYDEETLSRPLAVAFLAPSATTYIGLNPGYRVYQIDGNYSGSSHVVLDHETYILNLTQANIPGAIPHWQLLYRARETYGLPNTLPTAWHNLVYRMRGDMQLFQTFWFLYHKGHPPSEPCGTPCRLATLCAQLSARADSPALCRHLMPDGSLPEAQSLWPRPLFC
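qHTS format. ASM enzyme prepared from human placenta hydrolyses the fluorogenic substrate HMU-PC0 (9 uM final) over 60 min at 37 °C after a 10 min compound preincubation.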
AT treatment = potential ataxia-telangiectasia treatment; […] A-T fibroblasts, KAP-1 phosphorylation AlphaLISA; neocarzinostatin DNA damage 30 min before lysis; Potency, µM (doses to about 57.5 µM), inactives show top-dose activation, hits mostly activators; 320,000 tested, 0.19% active; AID 485349; also: potency is read from the fitted curve at half-maximal effect; % of control where 0% means no effect; nearly all actives have a fitted effect of over 45% in size
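hTERT-immortalized A-T patient fibroblasts ([…]), 500 cells/well in OPTI-MEM, 1% FBS, got compounds for 60 min, then NCS for 30 min at 37C. Lysates were then assayed for phospho-KAP-1 by AlphaLISA (anti-pKAP1 donor, anti-KAP1 acceptor beads), 6 hr at 25C.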
MBNL1 CUG block = MBNL1-poly(CUG) RNA binding inhibition; Q9NR56; TR-FRET MBNL1-His/biotin-(CUG)12 binding, 665/545 ratio; Potency, µM (titrated, usually from 57.5 µM), without a hit: top-dose activity change, negative = inhibition, hits mostly inhibitors; 280,000 tested, 0.036% active; AID 2675; active = well fitted inhibition curve with a large enough effect in the signal ratio, with a control signal flat, not every such curve was filed as active; inconclusive = small, poorly fitted or top-dose-only effect, or effect the other way, or a change in a side signal; inactive = no such curve, though single readings can be large or run the other way; the % refers to the signal ratio; also: potency is read from the fitted curve at half-maximal effect; % is scaled to controls: 0 for no effect and ±100 for the full control effect
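Inhibition of protein-RNA binding appears as loss of TR-FRET between terbium anti-His antibody on MBNL1-His and streptavidin-XL665 on biotin-(CUG)12. Activity is normalized to buffer-only and uninhibited-complex controls.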
FBPA coupling cs = counter-screen for Giardia aldolase inhibitors: coupling enzyme system; 290,000 tested, 0.67% active; activity change, negative = inhibition, % at 58.2 µM, hits read low; AID 2472; coupling enzyme system counterscreen, AmpLite Red fluorescence; in the data active = activity change below about -30%; also: % is scaled to controls: 0 for no effect and ±100 for the full control effect
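First, compound is pin-transferred into glyceraldehyde-3-phosphate coupling-enzyme reagent at 57.5 uM final and held 10 min at RT. Next, substrate, coupling system and AmpLite Red are added. After 20 min RT, fluorescence (525/598 nm) is read.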
TRPV1 agonist = activates the human vanilloid receptor TRPV1. TRPV1-expressing cells, Fluo-8 calcium influx, agonist mode. activation, % at 8.33 µM. 320,000 tested, 0.19% active; in the data active = activation above about 80%; inconclusive = between about 30% and that limit; also: 0% is about no effect
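Cells expressing TRPV1 were dye-loaded with Fluo-8 and read kinetically: 10 s baseline, 3 min after compound (agonist portion), then 2 min after EC20 capsaicin (allosteric enhancer portion). Calcium-bound dye fluorescence at 480/520 nm.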
Integrin act MD = activates integrin-mediated alleviation for muscular dystrophy. alpha7betagal myoblasts, beta-gal FDG fluorescence, 48 h. Potency, µM (top dose mostly 38.3 µM), without a hit: top-dose activation, actives largely listed as activators. 350,000 tested, 0.064% active;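 also: potency is read from the fitted curve at half-maximal effect; 100% = response of the positive control SU9516; nearly all actives have a fitted effect of over 60% in size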
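alpha7betagal+/- myoblasts (passage 13, 250/well) treated 48 h at 37C with compounds at 1:260 dilution of DMSO stock. Lysed, then beta-galactosidase activity read as FDG fluorescence (ex 480/em 540) after 30 min, with pre-read for autofluorescence.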
KCNH2 WT inh = inhibitors of human wildtype KCNH2 potassium channel. Q12809. U2OS, BacMam KCNH2, thallium flux FluxOr; active compounds read low. activity change, % at 1.84 µM. 340,000 tested, 0.37% active;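 active = maximum activity change below -70%; inconclusive = maximum activity change between -70% and -50%; inactive = maximum activity change above -50%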; also: % is scaled to controls: 0 for no effect and ±100 for the full control effect
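U2OS cells were transduced with wild-type KCNH2 virus (2.03 x 10^8 / mL) for 4 h at room temperature, then cultured overnight at 37 C. Thallium flux was read with FluxOr dye. Rate constants were normalized to DMSO controls.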
Active calls of the source: *; u = inconclusive; x = not tested or not shown; [ ] = dose if it differs, or a comment. Unless noted, calls follow the shape of the dose curve; as a rule, active = well fitted curve in the direction sought with a large enough effect; inconclusive = small, poorly fitted or top-dose-only effect, or another doubt; inactive = no such curve, though single readings can be large; an effect the other way counts as inactive or inconclusive.

SMILES	KCNH2 3.1 block	GALK inh	MLL CXXC-DNA inh	S-ASM inh	AT treatment	MBNL1 CUG block	FBPA coupling cs	TRPV1 agonist	Integrin act MD	KCNH2 WT inh
C=CCNC(=O)C1CC1(c1ccccc1)c1ccccc1 (configuration not stated)	3	2%	-2%	8%	2%	-18%	-1	-4	2%	2
Cc1ccc(C(=O)OCC(=O)NCc2ccccc2)cc1S(=O)(=O)N1CCCCC1	-5	x	x	-3%	-3%	x	x	21	12%	-5
Cc1ccc(-c2nc(CSCC(=O)NCCCN3CCOCC3)c(C)o2)cc1	-9	0%	3%	3%	1%	7%	4	0	19%	0
CCOC(=O)c1ccc(NC(=S)N2CCN(CCO)CC2)cc1	-8	-2%	10%	4%	-1%	-2%	0	-1	-8%	4
O=C(COc1cc(Cl)ccc1Cl)Nc1ccc2[nH]c(=O)[nH]c2c1	-11	x	x	0%	10%	x	x	2	-15%	2
CC(C)(CNC(=O)c1cccc(F)c1)CNC(=O)c1cccc(F)c1	9	x	x	4%	x	x	x	x	1%	5
CCc1nc(N)c(C#N)c(-c2cccnc2)c1C	-3	0%	5%	2%	2%	1%	1	-1	6%	3
N#CCOc1ccccc1CNC[C@H]1O[C@@H](n2cnc(C(N)=O)n2)[C@H](O)[C@@H]1O	18	x	x	0%	x	x	x	x	10%	-3
O=C(O)c1ccc(CSc2nnc(COc3ccccc3)o2)cc1	-4	0%	-5%	3%	1%	-14%	9	3	-24%	-1
Cc1ccc(S(=O)(=O)N2CCN(Cc3cc(=O)n4ccccc4n3)CC2)cc1C	-2	x	x	3%	4%	x	x	2	-60%[inhibitor]	-1
Nc1nnc(SCc2ccccc2F)s1	-5	-2%	1%	-2%	23%	-13%	-3	-2	5%	10
COc1cccc(NC(=O)NNC(=O)COc2ccc3ccccc3c2)c1	-4	5%	6%	-2%	9%	23%	0	2	u	3
Nc1cccc2nc3ccccc3cc12	-11	1%	u	18%	0%	u	0	2	x	5
CCOc1ccccc1C1CC(c2ccccc2)Nc2nc(N)nn21 (configuration not stated)	6	1%	3%	9%	-24%	-8%	-8	x	0%	3
COc1ccccc1CNc1cc(-c2ccccc2)ccc1OC	0	0%	8%	-3%	2%	x	2	3	6%	2
CCN(CC)S(=O)(=O)c1ccc(N2C(=O)Nc3ccccc3N2O)cc1	-4	2%	u	5%	-5%	x	3	0	-5%	1
O=C1[C@H](Cc2ccccc2)NCC=CC[C@H](c2ccc(Cl)cc2)N1Cc1ccccc1	8	x	x	-9%	x	x	x	x	-8%	2
O=C(NCCc1c[nH]c2ccccc12)C(=O)NCC1OCCN1S(=O)(=O)c1ccc(Cl)cc1 (configuration not stated)	0	x	12%	-5%	17%	16%	-3	-7	7%	6
CCOC(=O)CSc1ncc(-c2ccccc2)cn1	-14	-1%	14%	2%	-2%	-4%	3	0	7%	1
Cc1cccnc1NC(=O)c1ccc(S(=O)(=O)N2CCCCC2)cc1	0	x	x	1%	10%	x	x	-5	15%	5

Complete entries, looked up by structure:
COc1cccc(NC(=O)NNC(=O)COc2ccc3ccccc3c2)c1 as listed: KCNH2 3.1 block = -4; GALK inh = 5%; MLL CXXC-DNA inh = 6%; S-ASM inh = -2%; AT treatment = 9%; MBNL1 CUG block = 23%; FBPA coupling cs = 0; TRPV1 agonist = 2; Integrin act MD = u; KCNH2 WT inh = 3
Cc1ccc(-c2nc(CSCC(=O)NCCCN3CCOCC3)c(C)o2)cc1 as listed: KCNH2 3.1 block = -9; GALK inh = 0%; MLL CXXC-DNA inh = 3%; S-ASM inh = 3%; AT treatment = 1%; MBNL1 CUG block = 7%; FBPA coupling cs = 4; TRPV1 agonist = 0; Integrin act MD = 19%; KCNH2 WT inh = 0

(listing goes on)
SMILES	KCNH2 3.1 block	GALK inh	MLL CXXC-DNA inh	S-ASM inh	AT treatment	MBNL1 CUG block	FBPA coupling cs	TRPV1 agonist	Integrin act MD	KCNH2 WT inh
O=C(O)c1ccccc1C1Nc2ccccc2C(=O)N1CCCN1CCOCC1 (configuration not stated)	-20	-2%	11%	41%[activator]	0%	-5%	5	-6	-18%	-16
CCCCn1nc(C(=O)N(CCOC)c2c(N)n(CCCC)c(=O)[nH]c2=O)c2ccccc2c1=O	16	x	x	1%	10%	x	x	-5	24%	10
O=C(CNc1ccc2c(c1)OCO2)N/N=C\c1ccccc1Cl	-4	4%	5%	-5%	-13%	u	-3	-5	8%	-8
CC1CCCCN1c1nnc(NC(=O)Cn2c(=O)oc3ccccc32)s1 (configuration not stated)	17	2%	0%	-8%	-4%	-10%	1	-3	26%	8
O=C(NCC1CCCO1)c1cc(-c2ccc(Cl)cc2Cl)on1 (configuration not stated)	-37	-1%	-4%	-2%	15%	-9%	x	-3	9%	-7
Cc1ccc(/C=N/NC(=O)c2nnn(-c3nonc3N)c2C)o1	10	-2%	24%	-4%	6%	u	x	-1	-7%	1
Cc1ccc(C)c(NC(=S)Nc2ncccc2C)c1	2	0%	-4%	2%	-1%	4%	-2	9	-19%	1
CC(C)OC(=O)c1cc2c(ccn2-c2ccc(F)cc2)n1CC(=O)N1CCN(C(=O)c2ccco2)CC1	11	1%	-9%	-5%	16%	12%	-4	3	29%	3
Cc1cccc2sc(N(CCN(C)C)C(=O)C3CCN(S(=O)(=O)c4cccs4)CC3)nc12	-12	x	x	-9%	-1%	x	x	19	23%	8
CC(=O)N1N=C(c2ccncc2)OC12CCCCCC2	10	-2%	8%	2%	1%	5%	1	9	4%	1
C=CCc1ccc(OCCOc2cccc(/C=N/n3cnnc3)c2)c(OC)c1	-38	x	x	-19%	x	x	x	x	13%	-6
COc1ccc2nc(NC3=NC(c4ccccc4)CC(=O)N3)nc(C)c2c1 (configuration not stated)	-1	0%	33%[activator]	21%	-5%	x	1	10	6%	-5
Cc1cc(NC(=O)CSc2nnc(C)n2C)no1	23	2%	17%	1%	0%	1%	2	-1	-22%	1
Cc1sc2ncnc(SCC(=O)NC(C)(C)C)c2c1C	6	0%	4%	-1%	8%	4%	1	-5	-6%	26
O=C(c1ccc(Cn2cc(Cl)cn2)o1)N1CCN(Cc2ccc3c(c2)OCO3)CC1	-4	0%	-2%	3%	14%	1%	5	u	7%	-2
O=C1N(Cc2cccnc2)C[C@@H]2C[C@@H](c3cccc(OC4CCCC4)c3)N3CCC[C@@]123	-30	5%	-3%	1%	-2%	1%	1	-3	-12%	11
CC(=O)c1ccc(OCC(=O)NC2CCS(=O)(=O)C2)cc1 (configuration not stated)	-22	0%	-6%	-1%	5%	0%	4	-1	-24%	-4
O=C(C1CCC(=O)N(C2CC2)C1)N(CCO)Cc1ccccc1 (configuration not stated)	-16	-1%	6%	-1%	6%	-4%	0	3	0%	-5
CCN1C[C@@H]2[C@@H]3C(=O)N(C)C(=O)[C@@H]3[C@](Cc3ccccc3)(C1=O)N2C(=O)c1ccc(Cl)cc1	1	x	x	4%	x	x	x	x	5%	-2
Cc1cccc(N2CCN(CC(=O)Nc3ccc(-n4cnnn4)cc3)CC2)c1C	-6	-1%	25%	-1%	-8%	-1%	0	11	-8%	5
Cn1c(=O)c2c3c(sc2n2c(SCC(=O)c4ccccc4)nnc12)COC(C)(C)C3	x	3%	6%	x	4%	-9%	3	3	x	x
O=C(NCCCN1CCOCC1)C(C(=O)NCCCN1CCOCC1)c1ncc(C(F)(F)F)cc1Cl	8	0%	0%	-1%	-3%	0%	4	-2	u	-3
CC(C)c1ccc(/C=N/NC(=O)c2nnn(-c3nonc3N)c2CN2CCOCC2)cc1	-15	10%	-5%	-5%	-4%	18%	0	1	-10%	-25
Cc1ccc([C@H]2C(C(=O)O)=CC[C@@H](c3ccc4c(c3)OCO4)N2S(=O)(=O)c2ccc(C)cc2)cc1	-7	x	x	-6%	-13%	x	x	x	-1%	3
CC(=O)Nc1cccc(C(=O)OCC(=O)NCc2ccc(F)cc2)c1	-10	4%	4%	0%	4%	-5%	3	-1	u	2

Quoted from the results shown, three compounds:
SMILES	KCNH2 3.1 block	GALK inh	MLL CXXC-DNA inh	S-ASM inh	AT treatment	MBNL1 CUG block	FBPA coupling cs	TRPV1 agonist	Integrin act MD	KCNH2 WT inh
O=C(NCCCN1CCOCC1)C(C(=O)NCCCN1CCOCC1)c1ncc(C(F)(F)F)cc1Cl	8	0%	0%	-1%	-3%	0%	4	-2	u	-3
CC(C)c1ccc(/C=N/NC(=O)c2nnn(-c3nonc3N)c2CN2CCOCC2)cc1	-15	10%	-5%	-5%	-4%	18%	0	1	-10%	-25
Cc1ccc([C@H]2C(C(=O)O)=CC[C@@H](c3ccc4c(c3)OCO4)N2S(=O)(=O)c2ccc(C)cc2)cc1	-7	x	x	-6%	-13%	x	x	x	-1%	3

The order is random; overall some 2% were active at least once.
